Source: PubChem BioAssay (National Center for Advancing Translational Sciences (NCATS))
USP1-UAF1 inh: inhibitors of human USP1/UAF1 deubiquitinase. 0.23% of 390,000 active. recombinant USP1/UAF1, Ub-Rhodamine cleavage fluorescence. O94782. Potency, µM (highest dose often 57.1 µM), for inactives: at the highest dose activity change, negative = inhibition, hits mostly inhibitors; further: potency means the concentration at half of the fitted maximal effect; on the % scale 0 is the no-effect control and ±100 the full control effect; nearly all actives have a fitted effect of over 60% in size; inactives centre near -12
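Step one: compound is pinned into 1nM USP1/UAF1 in HEPES pH 7.8 buffer with TCEP. Step two: 15 min room-temperature incubation. Step three: Ub-Rho (150nM final) starts cleavage, tracked by fluorescence over six one-minute reads.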
GRP78 ERSR act: ER stress response induction in glioma. Potency, µM, inactives show at the top dose activation, usual class: activators. U87-MG GRP78 promoter luciferase reporter, 16 h. 0.02% of 420,000 active; further: potency means the concentration at half of the fitted maximal effect; series mostly up to about 76 µM; % of control where 0% means no effect; nearly all actives have a fitted effect of over 35% in size
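Stably transfected U87-MG human glioma cells carrying a GRP78-based luminescent sensor were seeded at 1000 cells/well, pin-dosed with compounds and incubated 16 h. Luciferase reagent was then added, and end-point luminescence was read after 10 min at room temperature.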
TrxR1 substrate: rat thioredoxin reductase 1 substrate activity; 0.01% of 390,000 active; AID 588456; Potency, µM (highest dose often 114 µM), for the others: top-dose activity change, negative = substrate turnover; purified TrxR1 substrate turnover, NADPH consumption readout; further: potency means the concentration at half of the fitted maximal effect; on the % scale 0 is the no-effect control and ±100 the full control effect; nearly all actives have a fitted effect of over 50% in size
Target sequence (O89049 whole entry, looked up): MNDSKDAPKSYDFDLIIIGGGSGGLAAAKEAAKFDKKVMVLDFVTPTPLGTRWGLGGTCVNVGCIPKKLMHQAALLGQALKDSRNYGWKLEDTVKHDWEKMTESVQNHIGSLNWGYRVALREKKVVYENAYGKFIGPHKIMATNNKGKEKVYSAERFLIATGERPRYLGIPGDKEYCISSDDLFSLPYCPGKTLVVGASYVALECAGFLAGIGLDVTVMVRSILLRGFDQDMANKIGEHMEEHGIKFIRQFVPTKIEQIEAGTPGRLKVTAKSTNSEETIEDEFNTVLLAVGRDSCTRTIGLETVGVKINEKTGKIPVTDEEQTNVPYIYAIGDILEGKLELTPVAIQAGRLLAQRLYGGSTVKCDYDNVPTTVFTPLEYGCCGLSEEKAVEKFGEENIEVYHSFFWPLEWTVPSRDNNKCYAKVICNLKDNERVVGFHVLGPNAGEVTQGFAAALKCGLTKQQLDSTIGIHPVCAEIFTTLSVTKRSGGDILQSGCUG
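Rat TrxR1, dispensed at 90 nM, was prereduced with 400 uM NADPH (final) for 5 min at ~22 deg C, then incubated with compound 15 min before 400 uM selenite. A first-read NADPH fluorescence drop versus no-compound background flagged substrates.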
mIDH1 inhibitor: blocks human mutant IDH1 R132H enzyme. IDH1-R132H enzyme, NADPH consumption, diaphorase/resazurin fluorescence. Potency, µM (highest dose often 76.6 µM), for inactives: at the highest dose activity change, negative = inhibition, most hits filed as inhibitors. 0.093% of 390,000 active. AID 602179; further: potency means the concentration at half of the fitted maximal effect; on the % scale 0 is the no-effect control and ±100 the full control effect; nearly all actives have a fitted effect of over 65% in size
Target sequence (O75874 whole entry R132H, stated change not applied): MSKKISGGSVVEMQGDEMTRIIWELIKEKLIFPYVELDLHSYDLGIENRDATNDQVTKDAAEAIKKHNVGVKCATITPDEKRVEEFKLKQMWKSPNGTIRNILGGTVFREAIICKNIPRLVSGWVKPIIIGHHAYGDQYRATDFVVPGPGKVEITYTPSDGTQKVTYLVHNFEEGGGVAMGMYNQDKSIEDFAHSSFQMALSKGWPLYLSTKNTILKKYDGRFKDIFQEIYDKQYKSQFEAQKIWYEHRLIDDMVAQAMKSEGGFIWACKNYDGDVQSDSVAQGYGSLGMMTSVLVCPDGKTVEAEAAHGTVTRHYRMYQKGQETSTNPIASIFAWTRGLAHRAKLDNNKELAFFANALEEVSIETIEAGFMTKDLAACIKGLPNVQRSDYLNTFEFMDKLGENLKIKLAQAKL
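IDH1-R132H (0.5 ug/mL) preincubated 30 min with compound, then NADPH (0.016 mM) and alpha-KG (2 mM) added; 80 min at RT, pH 7.5. Remaining NADPH coupled via diaphorase/resazurin to fluorescence (540/590 nm); concentration-response curves normalized to no-enzyme control.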
Vif-APOBEC3G blk: inhibitors of Vif-APOBEC3G interaction; Q9HC16; HeLa A3G-eYFP + Vif (tagged APOBEC3G with the HIV-1 protein that degrades it), YFP fluorescence, overnight; Potency, µM (highest dose often 46.1 µM), inactives show top-dose activity, negative = active, actives largely listed as inhibitors; 0.076% of 410,000 active; AID 602310;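 further: potency means the concentration at half of the fitted maximal effect; on the % scale 0 is the no-effect control and ±100 the full control effect; nearly all actives have a fitted effect of over 60% in size; hits raise eYFP signal because A3G escapes Vif-driven loss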
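HeLa cells stably expressing Vif and C-terminally eYFP-tagged A3G, seeded overnight at 37 deg C, then exposed to compound by pintool overnight at 37 deg C. Rise in yellow fluorescence (Ex 488/Em 500-530, Acumen) marks blocked Vif-driven A3G degradation.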
RXFP1 ag: activates the human relaxin receptor RXFP1; AID 2676; 0.3% of 370,000 active; Q9HBX9; Potency, µM (titrated, usually from 57.5 µM), for inactives: at the highest dose activation, usual class: activators; HEK293T-RXFP1 cAMP TR-FRET, 30 min; response scale: percent of porcine relaxin response, buffer zero; further: potency means the concentration at half of the fitted maximal effect; on the % scale 0 is the no-effect control and ±100 the full control effect; nearly all actives have a fitted effect of over 60% in size; many of its hits are not listed in these tables
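HEK293T cells stably expressing RXFP1 were pretreated with the PDE4 inhibitor Ro 20174, exposed to compounds for 30 min at 37C, lysed, and cAMP was read by TR-FRET. Data normalized to buffer (basal) and 29 nM porcine relaxin (100%).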
PI4K2A inh: blocks human PI4K2A kinase activity | Q9BTU6 | purified PI4K2A, ADP-Glo luminescence, 1 h; hits give low values | activity change, negative = inhibition, % at 76.9 µM | 0.13% of 420,000 active; in the data active means activity change below about -50%; inconclusive means mostly about -30% to -49%;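 further: -100% = wells without enzyme as full effect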
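In this quantitative HTS, ADP production by PI4K2A was quantified luminescently after 1 h at ambient temperature; 100 microM adenosine served as plate-quality control.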
Vif-APOBEC3F blk: Vif-A3F binding inhibition. HeLa A3F-eYFP + Vif (tagged APOBEC3F with the HIV-1 protein that degrades it), YFP fluorescence increase. Potency, µM (series often up to 46.1 µM), for inactives: top-dose activity, negative = active. 0.2% of 390,000 active. AID 602313; further: potency means the concentration at half of the fitted maximal effect; % of control where 0% means no effect; nearly all actives have a fitted effect of over 65% in size
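Fluorescence increase (Ex 488/Em 500-530) after overnight compound treatment at 37 deg C flags inhibition of Vif-driven A3F-eYFP loss in stable HeLa A3F-eYFP/Vif cells seeded overnight beforehand.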
LDHA block: inhibitors of human lactate dehydrogenase A; activity change, % (values are at about 110 or 230 µM); P00338; 0.15% of 480,000 active; purified LDHA, NADH/diaphorase-resazurin fluorescence; hits give low values; in the data active means activity change below about -30%; inconclusive means mostly about -25% to -30%;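 further: plate controls were DMSO wells for no effect and wells without enzyme for full effect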
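LDH5 2 nM; NADH 0.06 mM, pyruvate 0.2 mM; 200 mM Tris pH 7.4, EDTA, Tween-20; 5 min RT. Detection: diaphorase 0.133 mg/mL + resazurin 37 µM, fluorescence ex540/em590 at 0 and 20 min; normalized to enzyme-free and DMSO wells.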
* hit, by the source's call; ? = inconclusive; / = no result given; & = joins results of further samples; [ ] = remark or other dose. Unless noted, the call rests on the fitted dose curve; in most records, active means well fitted curve in the direction sought with a large enough effect; inconclusive means small, poorly fitted or top-dose-only effect, or another doubt; inactive means no such curve, though single readings can be large; an effect the other way counts as inactive or inconclusive. Not all compounds are listed (hit frequency here may not be typical).

SMILES	USP1-UAF1 inh	GRP78 ERSR act	TrxR1 substrate	mIDH1 inhibitor	Vif-APOBEC3G blk	RXFP1 ag	PI4K2A inh	Vif-APOBEC3F blk	LDHA block
C=CCOc1ccc(Br)cc1CNCCCN1CCOCC1	-20%	-8%	11%	-1%	-4%	1.5%	-1	2%	-2
c1ccc2nc(-c3nc4ccccc4o3)ccc2c1	-16%	-11%	45%[activator]	2%	-10%	-2.2%	?	-19%	-4
O=C(NCCSc1c[nH]c2ccccc12)c1ccc2c(c1)OCO2	-14%	0%	6%[57.1 µM]	5%	0%	0.5%	-5	0%	1
O=C1[C@@H](Oc2ccccc2)[C@@H](c2ccncc2)N1c1ccncc1	-26%	-2%	-2%	8%	-4%	/	3	-7%	1
Cc1cccc(CN2[C@H](COC(=O)Nc3ccccc3)C=CS2(=O)=O)c1	/	-3%	/	/	-2%	/	0	/	-2
CN(CC(=O)Nc1cccc(F)c1)C(=O)c1ccc(OCc2ccccc2)cc1	-7%	0%	2%	0%	0%	0.0%	2	-15%	-2
CCCOc1ccc(C(CC(=O)O)NC(=O)c2cccs2)cc1 (configuration not stated)	-3%	-2%	5%[2.29 µM]	13%	-1%	-0.1%	3	-3%	-2
O=C(N/N=C/c1ccc(OC(F)F)cc1)c1ccc(Br)cc1	-18%	-4%	-2%	5%	0%	-0.1%	6	-4%	-4
CC1C(=O)C(C)C(c2ccccc2F)NC1c1ccccc1F (configuration not stated)	-20%	-8%	1%	2%	1%	1.9%	-1	0%	-1
O=c1c2nnn(Cc3ccccc3)c2ncn1C/C=C/c1ccccc1	-7%	-3%	-1%[57.1 µM]	11%	-12%	1.6%	3	0%	-2
COc1ccc(NS(=O)(=O)c2cn(C)c(=O)n(C)c2=O)c(OC)c1	-2%	3%	5%	-9%	-1%	0.0%	6	2%	-6
O=C(COC(=O)C1CC2C=CC1C2)Nc1cccc(S(=O)(=O)N2CCCCCC2)c1 (configuration not stated)	-19%	-1%	-5%	0%	-4%	0.0%	-5	-7%	0
CCOc1ccccc1N(C(=O)c1snc(C(N)=O)c1N)C(C(=O)NCCC(C)C)c1ccco1 (configuration not stated)	-4%	-3%	-2%	-19%	-6%	-0.1%	1	-8%	-4
O=C(Cn1nnc(-c2ccccc2NC(=O)c2ccco2)n1)NC1CCCCC1	-15%	-3%	21%	1%	-6%	?	6	3%	3
O=c1c(OC2OC(CO)C(O)C(O)C2OC2OC(CO)C(O)C(O)C2O)c(-c2ccc(O)cc2)oc2cc(O)cc(O)c12 (configuration not stated)	?	-2%	-1%	-14%	-3%	0.0%	0	-14%	11
Cc1onc(-c2ccccc2)c1C(=O)Nc1ccccc1NC(=O)c1c(-c2ccccc2)noc1C	-3%	-5%	7%	1%	-1%	0.4%	1	9%	-4
COc1cc(C(=O)NC2CCCCC2)ccc1OCc1ccc(Cl)cc1Cl	8%	0%	3%[57.1 µM]	-6%	1%	1.7%	-4	-2%	-5
COc1ccc(C2CC(c3ccccc3)=NN2S(=O)(=O)c2ccccc2)cc1 (configuration not stated)	-7%	1%	-9%	-3%	-29%	-1.1%	0	?	-4
Cc1ccc2c(N)c(C)ccc2c1	-1%	2%	36%[activator][57.1 µM]	5%	-13%	0.6%	-1	4%	11
CC1Cc2cc(S(=O)(=O)N3CCN(c4cccc(Cl)c4)CC3)ccc2N1C(=O)C1CC1 (configuration not stated)	-12%	-1%	2%	-1%	-1%	0.0%	3	-6%	-2

Nothing new here: an excerpt of the list.
SMILES	USP1-UAF1 inh	GRP78 ERSR act	TrxR1 substrate	mIDH1 inhibitor	Vif-APOBEC3G blk	RXFP1 ag	PI4K2A inh	Vif-APOBEC3F blk	LDHA block
COc1ccc(NS(=O)(=O)c2cn(C)c(=O)n(C)c2=O)c(OC)c1	-2%	3%	5%	-9%	-1%	0.0%	6	2%	-6
O=C(COC(=O)C1CC2C=CC1C2)Nc1cccc(S(=O)(=O)N2CCCCCC2)c1 (configuration not stated)	-19%	-1%	-5%	0%	-4%	0.0%	-5	-7%	0
CCOc1ccccc1N(C(=O)c1snc(C(N)=O)c1N)C(C(=O)NCCC(C)C)c1ccco1 (configuration not stated)	-4%	-3%	-2%	-19%	-6%	-0.1%	1	-8%	-4
O=C(Cn1nnc(-c2ccccc2NC(=O)c2ccco2)n1)NC1CCCCC1	-15%	-3%	21%	1%	-6%	?	6	3%	3
O=c1c(OC2OC(CO)C(O)C(O)C2OC2OC(CO)C(O)C(O)C2O)c(-c2ccc(O)cc2)oc2cc(O)cc(O)c12 (configuration not stated)	?	-2%	-1%	-14%	-3%	0.0%	0	-14%	11

Further records follow:
SMILES	USP1-UAF1 inh	GRP78 ERSR act	TrxR1 substrate	mIDH1 inhibitor	Vif-APOBEC3G blk	RXFP1 ag	PI4K2A inh	Vif-APOBEC3F blk	LDHA block
CCOC(=O)c1c(C)[nH]c(C)c1S(=O)(=O)NC1CCN(C(=O)OCC)CC1	-6%	-6%	5%[57.1 µM]	-11%	2%	1.9%	9	7%	-2
CN(C)S(=O)(=O)c1cccc(NC(=O)c2cc([N+](=O)[O-])ccc2N2CCCCC2)c1	-21%	-3%	-3%	2%	-2%	9.4%	2	2%	-12
COc1ccc(C(=O)NC(C)c2cccnc2)cc1S(=O)(=O)N(C)Cc1ccccc1 (configuration not stated)	-17%	7%	3%	-5%	1%	/	0	-9%	-3
C1CC(CN2CCOCC2)CN(Cc2nc(CC3CC3)no2)C1 (configuration not stated)	-11%	-3%	-3%	-4%	-7%	2.5%	-5	22%	-3
O=C(NNc1cc(Cl)cc(Cl)c1)c1c(F)cccc1Cl	2%	-4%	5%[57.1 µM]	5%	-3%	3.0%	-3	6%	-7
COc1cccc(C=NCC(C)N=Cc2cccc(OC)c2O)c1O (configuration not stated)	-19%	-5%	-6%	7%	0%	-4.5%	-4	1%	29
COc1ccc(OC)c(NC(=O)NNS(=O)(=O)c2ccc(C)cc2C)c1	-20%	-4%	3%	2%	-1%	4.9%	-3	-17%	1
COc1cc2cc(CCOC(=O)c3ccc(C(F)(F)F)cc3)oc(=O)c2cc1OC	-24%	0%	4%[57.1 µM]	3%	0%	2.7%	-1	3%	-3
O=C(/C=C/C=C/c1ccc2c(c1)OCO2)N1CCCCC1	-24%	-1%&1%	2%	-4%	0%	0.9%	-5	6%	1
COc1cccc(NC(=O)Nc2nc(SC)ns2)c1	-23%	-1%	-11%	3%	2%	1.9%	1	7%	-3
NC(=O)c1ccccc1NC(=O)c1ccccc1Cl	-13%	-5%	-1%	8%	0%	3.1%	82	-16%	-6
CC1Cc2ccccc2N1C(=O)C1CC(=O)N(c2ccccc2)C1 (configuration not stated)	-8%	-2%	8%	2%	3%	2.3%	4	-1%	-5
CCOC(=O)Cn1cnc2c(sc3nc(C)cc(C)c32)c1=O	-18%	3%	1%	1%	2%	?	6	-4%	-1
COC(=O)Cn1cnc2c(cnn2-c2ccc(OC)cc2)c1=O	-18%	2%	6%	-1%	1%	3.6%	-8	-7%	-1
CCCCc1nc(N)c(C#N)c(-c2ccco2)c1CCC	?	-3%	31%	-1%	-12%	2.0%	-5	-14%	0
COc1ccc(C(NC(=O)CC(C)C)c2c(O)ccc3ccccc23)cc1 (configuration not stated)	5%	0%	0%	-10%	-27%	0.3%	2	-4%	2
Cc1c(-c2n[nH]c(=S)n2-c2ccc(Br)cc2)nnn1-c1ccc(Cl)cc1	-8%	-3%	-1%[57.1 µM]	-10%	-5%	2.5%	-2	3%	-2
CCCCN(C)C(=O)CCCc1c[nH]c2ccccc12	-7%	5%	9%[57.1 µM]	6%	1%	0.3%	3	-10%	3
CCC(=O)Nc1ccc2nc(SCCOc3cccc(C)c3)sc2c1	?	-2%	6%	9%	0%	11%	2	0%	0
O=C(CCc1ccccc1)NCCCNC(=O)CCc1ccccc1	-4%	-1%	1%	-2%	-2%	-0.8%	4	1%	-2
Cc1sc2nc(CSCC(=O)N(CCC#N)c3ccccc3)[nH]c(=O)c2c1C	-8%	-3%	7%	0%	-1%	-0.5%	-17	-6%	1
COc1cccc(NCc2ccc([N+](=O)[O-])s2)c1	-22%	-3%	-9%	0%	-4%	0.2%	-4	-26%	9
CCCCNC(=O)OC(C)CNC(=O)OC (configuration not stated)	4%	-3%	0%	4%	-1%	0.8%	-6	5%	-6
Cc1ccc2nc(SCC(=O)NCc3ccc(F)cc3)nc(=O)n2c1	-8%	-3%	-1%	0%	2%	12%	0	-8%	-5
COC(=O)c1ccc(NC(=O)CCc2c(C)nn(-c3ccc(N4CCOCC4)nn3)c2C)cc1	-17%	1%	4%[57.1 µM]	4%	1%	1.8%	1	1%	6&-3
C[C@H](CO)N1C[C@H](C)[C@@H](CN(C)C(=O)Nc2ccc3c(c2)OCO3)Oc2ccc(NC(=O)C3CCCCC3)cc2C1=O	-19%	-2%	-2%[57.1 µM]	-11%	0%	/	-2	0%	6
CCN(Cc1ccccc1)C(=O)CN1C(=O)NC(CC)(c2ccc(F)cc2)C1=O (configuration not stated)	1%	2%	-4%	0%	-6%	-0.6%	3	-7%	-4
CC1CCCCC1NC(=O)Cn1cnc2sccc2c1=O (configuration not stated)	-13%	0%	4%[57.1 µM]	2%	0%	5.3%	-1	3%	6
Cc1ccc(Cl)cc1N(C)C(=O)c1cn(C2CCCCC2)c(=O)c2c1c1ccccc1n2C	-15%	-1%	10%	-9%	-3%	14%	1	1%	-10
